Lipid storage S3 – qHTS Assay for Lipid Storage Modulators in Drosophila S3 Cells; Drosophila S3 cells, BODIPY lipid droplet fluorescence, 18-24 h; cells fed with added oleic acid; lipid storage change, negative = inhibition, % at the top dose, mostly 46.1 µM; hits show Potency in µM; 320,000 tested, 0.64% active; active = well fitted inhibition curve with a large enough effect in the signal ratio, with a control signal flat, not every such curve was filed as active; inconclusive = small, poorly fitted or top-dose-only effect, or effect the other way, or a change in a side signal; the % refers to the signal ratio
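Laser-scanning cytometry quantifies lipid droplet accumulation (500–530 nm total intensity; droplet/cell object ratio) in oleic acid-fed (400 uM added) Drosophila S3 cells treated with a concentration series. 20 uM Triacsin C defined 100% inhibition.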
Lipid storage S3 cell count max – second read-out of Lipid storage S3, no call of its own (marks repeat the call); cell number change, %; measured here: cell count max response;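 cells counted by Cell Tracker Red CMTPX staining in the red channel; peak over a dose series mostly up to 46.1 µM; percent activity relative to internal control wells on each plate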
Numbers without * were called inactive; i = inactive; ? = inconclusive; nt = no result given. % is scaled to controls: 0 for no effect and ±100 for the full control effect; potency is read from the fitted curve at half-maximal effect. An excerpt (hit frequency here may not be typical).

Lipid storage S3	Lipid storage S3 cell count max	Molecule
?	nt	O=C(O)c1ccc(-n2cccc2/C=C2/SC(=O)N(CC(=O)N3CCCC3)C2=O)cc1
?	nt	CCOc1ccc(C(=O)NCC(=O)N2CCN(c3ccc(C(F)(F)F)cn3)CC2)cc1
i	12	Cc1ccc(-c2nnn(CC(=O)N(CC(=O)NC3CCCCC3)c3cccc(F)c3)n2)o1
-5%	-4	O=Cc1cc2ccccc2nc1SCc1ccc(Cl)c(Cl)c1
i	-1	CC1CCCC(NC(=O)Cn2cc(C(F)(F)F)cc(Cl)c2=O)C1C (centres undefined)
7%	-8	O=C(Nc1ccc(F)cc1)c1ccc(C(=O)N2CCCC(O)C2)cc1 (centres undefined)
-16%	15	CCOc1ccccc1C(c1c(C)n(C)n(-c2ccccc2)c1=O)c1c(C)n(C)n(-c2ccccc2)c1=O
?	nt	CCN(CC(=O)Nc1ccc(NC(C)=O)cc1)C(=O)COc1ccccc1Cc1ccccc1
?	nt	COc1ccc(-n2nc3c(N4CCC(C(=O)NCc5cccc(C)c5)CC4)nnc(C)c3c2C)cc1
i	10	COc1cc(/C=C(/C#N)C(=O)Nc2ccc(C)cc2)ccc1Oc1nc(Cl)ncc1F
?	nt	CCN=C1S/C(=C\c2cc(Cl)c(OC)c(OC)c2)C(=O)N1CC
-1%	-3	CN(C)c1nc(NCc2ccccc2)nc(N/N=C/c2ccc(Br)cc2)n1
-2%	4	O=C(O)c1ccc(N/N=C/c2ccc3nccnc3c2)cc1
-26%	1	CCOC(=O)C1=C(CSc2nc(-c3ccccc3)ccc2C#N)OC(N)=C(C#N)C1c1ccc(OC)cc1 (centres undefined)
i	19	CCc1cccc2c(C(=O)C(NCCCOC)c3ccccc3)c[nH]c12 (centres undefined)
?	nt	CC(=O)c1ccc(N2CCN(C(=O)c3ccc(-c4ccccc4)cc3)CC2)cc1
?	nt	OC(CCN1CCCCC1)(c1ccccc1)C1CCCCC1 (centres undefined)
0%	4	COc1ccc(CNc2ncc(-c3cccc([N+](=O)[O-])c3)n2C)c(OC)c1OC
?	nt	Cc1ccc2nc(-c3ccccc3Cl)cc(C(=O)Nc3cc(C)on3)c2c1
i	-25	O=C1COc2ccc(S(=O)(=O)Nc3ccc(OC(F)(F)F)cc3)cc2N1
?	nt	O=C(N/N=C1/CC2C=CCC12)c1ccc(Br)o1 (centres undefined)
?	nt	N#CCCC(CCC#N)C1=NCCc2ccccc21
9%	9	CCOC(=O)/C(C)=C1\NC(C)(C)Cc2ccccc21
11%	4	O=C(Nc1nnc(Cc2ccccc2)s1)c1ccccc1
i	nt	COc1ccc(NC(=O)N2CCC(O)(c3cccnc3)CC2)c(OC)c1
2%	-8	COc1ccc(NS(=O)(=O)c2ccc3c(c2)n(C)c(=O)n3C)cc1
-19%	nt	Cc1cc(C)cc(N(CC(=O)NC2CCC(C)CC2)S(=O)(=O)c2c(C)noc2C)c1 (centres undefined)
?	nt	O=C(NCC(=O)N1CCN(Cc2ccccc2)CC1)c1ccc(Cl)cc1
?	nt	CC(C)c1noc2ncc(C(=O)c3cc(Cl)cc(Cl)c3O)cc12
?	nt	O=C(CCCN1C(=O)/C(=C/c2cccs2)SC1=S)NNC(=O)c1cccnc1
?	nt	Cc1ccc(CSCCNC(=O)CN(c2cc(C)ccc2C)S(C)(=O)=O)cc1
?	nt	C=CCN=C(NC#N)SCC(=O)NC(C)(C)C
?	nt	CCOc1ccc(C(=O)CCN2CCOCC2)cc1
?	nt	COc1ccc(NC(=O)COC(=O)c2ccc(OC)c(S(=O)(=O)N3CCCC3)c2)cc1OC
?	nt	CCc1ccccc1NS(=O)(=O)c1cccc2nsnc12
i	nt	CCOC(=O)c1ccccc1NC(=O)C(C)Oc1ccccc1 (centres undefined)
?	nt	COc1ccc(S(=O)(=O)N2Cc3ccccc3CC2C(=O)Nc2ccc3c(c2)OCO3)cc1 (centres undefined)
?	nt	O=C(O)CCN=C1CCc2ccccc2N1
?	nt	Fc1ccc(CCN2CCN=C2Nc2ccccc2)cc1
12%	-11	CCOC1C(=O)NC(=O)N1Cc1ccccc1 (centres undefined)
?	nt	Cc1ccc(C(=O)NC2CCCC2)cc1S(=O)(=O)N1CCCCC1
?	nt	Cc1ccc(C(=O)N2CCN(c3ccccc3)CC2)cc1NC(=O)c1ccco1
?	nt	COc1ccc2c(CC(=O)Nc3nc(C)cs3)coc2c1
?	nt	O=C(O)COc1ccccc1/C=N/NC(=O)CNC(=O)c1ccco1
?	nt	O=C(NCCCN1CCOCC1)c1cc(Cl)ccc1[N+](=O)[O-]
?	nt	CCC(C)NC(=O)Nc1ccccc1C (centres undefined)
?	nt	N=c1c(S(=O)(=O)c2ccc(Cl)cc2)cc2c(=O)n3ccccc3nc2n1CCN1CCOCC1
-1%	3	Cc1ccc(C(=O)NC2CCN(S(=O)(=O)c3ccccc3F)CC2)cc1
5%	7	COc1ccccc1OCCn1cc(/C=N/NC(N)=S)c2ccccc21
?	nt	CC(c1ccccc1)n1cnc2ccccc2c1=O (centres undefined)
?	nt	COc1ccc(C(C)(C)C)cc1NC(=O)CCCN1C(=O)CN(C)C1=O
?	nt	COC(=O)c1ccc(C(=O)OC)c(NC(=O)C2CC2)c1
?	nt	CCCc1cc(C(=O)N/N=C/c2ccc(C)o2)c2ccccc2n1
-4%	7	CCN(CC)CCNC(=O)c1cn(-c2ccccc2)nc1-c1cccs1
6%	-2	CCOC(=O)c1ccc2ncc(C(=O)OCC)c(NCCCN3CCOCC3)c2c1
?	nt	CCCN1CCN(CCCNC(=O)Cn2nc(-c3ccccc3)ccc2=O)CC1
?	nt	COc1ccc(C(=O)NCC(=O)NC2=NCCS2)cc1
0%	-5	COc1cc(NC(=O)COC(C)=O)c(C)cc1[N+](=O)[O-]
i	-3	CCC(=O)Nc1ccc(NC(=O)CSc2nnnn2Cc2ccccc2)cc1C
i	-5	CCC1Sc2ccc(S(=O)(=O)Nc3cc(OC)cc(OC)c3)cc2NC1=O (centres undefined)

Brought forward from above: 5 compounds, then new ones.
Lipid storage S3	Lipid storage S3 cell count max	Molecule
?	nt	CCCN1CCN(CCCNC(=O)Cn2nc(-c3ccccc3)ccc2=O)CC1
?	nt	COc1ccc(C(=O)NCC(=O)NC2=NCCS2)cc1
0%	-5	COc1cc(NC(=O)COC(C)=O)c(C)cc1[N+](=O)[O-]
i	-3	CCC(=O)Nc1ccc(NC(=O)CSc2nnnn2Cc2ccccc2)cc1C
i	-5	CCC1Sc2ccc(S(=O)(=O)Nc3cc(OC)cc(OC)c3)cc2NC1=O (centres undefined)
7%	-8	COc1ccc(Cl)cc1S(=O)(=O)N1CCN(CC(=O)C(C)(C)C)CC1
-1%	13	COCCCNC(=O)C(CC(N)=O)NC(=O)OCc1ccccc1 (centres undefined)
i	12	CC(=C1C(=O)c2ccccc2C1=O)N1CCN(Cc2ccccc2)CC1
?	nt	Cc1nc(NNC(=O)c2ccc(Cl)cc2Cl)cc(-c2ccccc2)n1
?	nt	COc1ccc(N2CCN(C(=O)C3CCN(C(=O)c4cccc(Cl)c4)CC3)CC2)cc1
11%	-10	CCN(CC)c1cc2nonc2c2nonc12
2.1µM*	-9.5*	O=C(Nc1nc(-c2cccs2)cs1)c1ccc([N+](=O)[O-])o1
?	nt	Cc1ccc(C(C)NC(=O)C2CCCO2)cc1C (centres undefined)
?	nt	COc1cccc(/C=C2\SC(=S)N(CCCC(=O)N(CCO)c3ccccc3)C2=O)c1
-13%	-4	O=C(O)c1cc(Cl)c(Cl)cc1C(=O)NCc1ccco1
?	nt	CCC(C)(C)NC(=O)c1ccc2c(c1)S(=O)(=O)c1ccccc1C2=O
?	nt	CC(C)OCCCNC(=O)c1c(N)n(/N=C/c2ccccn2)c2nc3ccccc3nc12
-3%	-3	CCCCCn1c(CNC(=O)c2cccs2)nc2ccccc21
4%	-1	CC(C)Cn1c(=O)c(-[n+]2ccccc2)c([O-])c2ccccc21
?	nt	COc1ccc(/C=N/NC(=O)CN2CCCC2)cc1
?	nt	CCCCC(=O)N/N=C/c1sccc1C
?	nt	COc1ccc2c(c1)SCCC2=O
?	nt	Cc1cccc(OCC(=O)O/N=C(\N)Cc2ccc([N+](=O)[O-])cc2)c1
?	nt	CCC(C)(NC(=O)CNC(C)=O)C(=O)NC1CCCCC1 (centres undefined)
?	nt	COc1ccc(S(=O)(=O)Nc2c(O)c3ccccc3oc2=O)cc1
i	-7	Cc1ccc(S(=O)(=O)NN2C(=O)/C(=C/c3ccc(F)cc3)SC2=S)cc1
?	nt	CC(C)c1ccc(NC(=O)NCc2ccc3c(c2)OCO3)cc1
-14%	-5	O=C(NC1CC1)C1=C[C@@H](c2ccc(Br)cc2)C[C@@H](OCCCCO)O1
?	nt	COc1ccc(-c2nnc(NC(=O)Cc3ccccc3)s2)c(OC)c1
-15%	-14	Clc1cc(Br)ccc1OCCOCCN1CCOCC1
?	nt	CC(=O)Nc1cccc(C(=O)Nc2ccc(S(=O)(=O)N3CCCCC3)cc2)c1
?	nt	Cc1cccc(C)c1NC(=O)c1cccc(N2C(=O)C3CCC(C)CC3C2=O)c1 (centres undefined)
-13%	-10	COc1ccccc1N1CCN(C(=O)c2cc3sccc3n2C)CC1
?	nt	CCOc1ccc(NC(=O)NCCCN2CCCC2)cc1
i	0	COc1ccccc1N1CCN(CC(=O)c2ccc(F)cc2)CC1
4%	-7	C=CCn1cc(C(=O)NCCCOC)c(=O)c2cc(S(=O)(=O)N(CC)CC)ccc21
?	nt	O=C(O)c1cccc(-n2sc3ccccc3c2=O)c1
i	-7	CC1(c2ccc([N+](=O)[O-])cc2)NC(=O)NC1=O (centres undefined)
?	nt	CNC(=O)C(=O)NCCN1CCN(S(=O)(=O)c2ccc3ccccc3c2)CC1
i	-6	Cc1cccc(Nc2nc(-c3c(C)nc4ccccn34)cs2)c1
?	nt	CC(C)Oc1ccc(NC(=O)CCC(=O)O)cc1
5%	-19	COc1cccc(C(c2nnnn2Cc2ccco2)N2CCN(Cc3ccccc3)CC2)c1OC (centres undefined)
i	-14	CCCN1CCN(C(=O)Cn2ncc3c([nH]c4ccc(C)cc43)c2=O)CC1
?	nt	NC(=O)NC(=O)COC(=O)c1ccccc1Oc1ccccc1
?	nt	O=C(CCC(=O)c1ccc(F)cc1)NCc1ccccc1C(F)(F)F
?	nt	COc1ccccc1OCCOCCOc1c(C)cc(C)cc1Br
?	nt	O=C(Nc1ccc(S(=O)(=O)N2CCCC2)cc1)C1CCN(S(=O)(=O)c2ccc(F)cc2)CC1
?	nt	CC(=O)Nc1ccc(NC(=O)CC23CC4CC(CC(C4)C2)C3)cc1
?	nt	CCOC(=O)c1sc(NC(=O)CC)nc1C
?	nt	COc1cc(N=C2C(=O)N3CCCc4cccc2c43)cc(OC)c1
i	1	CC(C(=O)O)N1C(=O)/C(=C/c2cccn2C)SC1=S (centres undefined)
?	nt	O=C(O)CC1S/C(=N\N=C/c2ccccc2O)N(c2ccc(O)cc2)C1=O (centres undefined)
-1%	-3	CN1CCN(Cc2nc3c([nH]2)c(=O)[nH]c(=O)n3C)CC1
i	-17	COC(=O)C(C#N)c1nc2ccccc2nc1N1CCCC1 (centres undefined)
i	-1	O=C(Nc1nnc(Cc2ccccc2)s1)C1CCN(C(=O)c2ccco2)CC1
?	nt	O=C(N/N=C\c1cccc(Cl)c1)c1n[nH]c2c1CCCC2
i	26	O=c1[nH]c(C2CCN(S(=O)(=O)c3ccccc3)CC2)nc2c1nnn2Cc1cccc(Cl)c1
-6%	-17	Cc1cccc(C(C)C)c1NC(=O)C1CN(S(=O)(=O)c2ccccc2)CCN1S(=O)(=O)c1ccccc1 (centres undefined)
?	nt	Cn1c(=O)c2c(nc(N3CCc4ccccc4C3)n2C)n(C)c1=O
-1%	-35	O=C(NCc1ccccc1Cl)C1CCN(S(=O)(=O)N2CCCCCC2)CC1
?	nt	O=C(NCCCN=C1NS(=O)(=O)c2ccccc21)c1ccc(F)cc1
i	0	CCCN(C(=O)CCNC(=O)Cn1cnc2ccccc2c1=O)c1cccc(C)c1
?	nt	O=C(NC(CC1CCCCC1)C(=O)O)c1ccccc1 (centres undefined)
i	22	COc1cc(C(=O)Nc2ccc(OCC(=O)N3CCOCC3)cc2C)cc(OC)c1OC
?	nt	COc1cc(C#N)ccc1OCC(=O)c1ccc2c(c1)OCCO2
1%	nt	O=C1c2cccc([N+](=O)[O-])c2C(=O)N1c1cccnc1

4 of these compounds, set out differently:
O=C(Nc1ccc(S(=O)(=O)N2CCCC2)cc1)C1CCN(S(=O)(=O)c2ccc(F)cc2)CC1
  Lipid storage S3: ?
  Lipid storage S3 cell count max: nt
O=c1[nH]c(C2CCN(S(=O)(=O)c3ccccc3)CC2)nc2c1nnn2Cc1cccc(Cl)c1
  Lipid storage S3: i
  Lipid storage S3 cell count max: 26
COC(=O)C(C#N)c1nc2ccccc2nc1N1CCCC1 (centres undefined)
  Lipid storage S3: i
  Lipid storage S3 cell count max: -17
CC(=O)Nc1ccc(NC(=O)CC23CC4CC(CC(C4)C2)C3)cc1
  Lipid storage S3: ?
  Lipid storage S3 cell count max: nt
